High-throughput results as filed in PubChem.
TRb-SRC2 inh = TRbeta-SRC2 interaction inhibition | TRbeta-SRC2 peptide binding, fluorescence polarization; receptor liganded with 1 µM T3 | Potency, µM (top dose mostly 106 µM), without a hit: top-dose activity change, negative = inhibition, actives largely listed as inhibitors | 0.065% of 280,000 active;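 further: plate controls were bound peptide for no effect and peptide without receptor for full effect; nearly all actives have a fitted effect of over 50% in size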
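TRb LBD 0.6 uM + Texas Red SRC2 peptide 20 nM, 1 uM T3, Tris buffer w/ 5% DMSO; compound pinned, 5 h RT; FP read ex 555/em 632; normalized to unbound and bound controls.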
Tau fibril FP = inhibitors of human tau fibril formation; P10636; AID 1468; 0.39% of 280,000 active; K18 P301L tau heparin fibrillization, Alexa594 FP, 6 h; Potency, µM (highest dose often 57.7 µM), inactives show at the highest dose activity, negative = inhibition, usual class: inhibitors; further: on the % scale 0 is the no-effect control and ±100 the full control effect; nearly all actives have a fitted effect of over 55% in size
Target sequence (P10636 561-689 P618L limits assumed): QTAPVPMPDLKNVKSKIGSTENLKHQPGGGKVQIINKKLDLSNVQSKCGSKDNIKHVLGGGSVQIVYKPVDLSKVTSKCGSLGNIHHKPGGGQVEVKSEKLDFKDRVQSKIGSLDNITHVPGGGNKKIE
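Human K18 P301L fragment (15 uM unlabeled plus 0.24 uM Alexa 594-labeled) in 100 mM sodium acetate pH 7 with compound, aggregation induced by 20 uM heparin for 6 hr at 37 C. ThT (30 uM) added for 1 hr, then Alexa 594 FP read.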
HTT ATP protect = protects HTT-Q103 PC12 cells, measured by ATP. PC12 HTT-Q103 induced, cytoprotection, ATP luminescence, 40 h. 0.14% of 230,000 active. Potency, µM (doses to about 56.4 µM), for the others: cytoprotection (ATP increase), usual class: activators;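 further: % of control where 0% means no effect; nearly all actives have a fitted effect of over 45% in size; toxic huntingtin expression switched on by the ecdysone agonist tebufenozide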
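ATP quantification (ATPlite) reports survival of PC12 cells in which tebufenozide, 100 nM final, switches on Htt exon 1 with 103 glutamines linked to GFP; compounds are titrated.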
TR SRC2 fluor cs = Texas Red fluorescence interference in TRb-SRC2 counter-screen; TRb/SRC2 Texas Red total fluorescence interference; Potency, µM (top dose mostly 106 µM), for the others: top-dose fluorescence change, negative = quenching; 0.29% of 280,000 active; AID 1479; active means well fitted curve in either direction with a large enough effect; inconclusive means small, poorly fitted or top-dose-only effect; further: on the % scale 0 is the no-effect control and ±100 the full control effect
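Human TRβ ligand-binding domain (0.6 uM) and Texas Red SRC2 peptide (20 nM) in Tris buffer with 1 uM T3 and 5% DMSO were incubated with pinned compound for 5 hr at ambient temperature. Total fluorescence was computed as S + 2P (555/632 nm).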
L3MBTL1 block = L3MBTL1 (human) inhibition | Q9Y468 | Potency, µM (highest dose often 57.1 µM), without a hit: at the top dose activity, negative = inhibition, hits mostly inhibitors | 0.66% of 230,000 active | AlphaScreen L3MBTL1–H3K9me1 peptide binding; further: on the % scale 0 is the no-effect control and ±100 the full control effect; nearly all actives have a fitted effect of over 60% in size
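First, the protein-peptide complex forms for 30 min at room temperature (L3MBTL1 50 nM, biotinylated H3K9me1 peptide 75 nM). Next, compounds are pin-transferred and incubated 30 min. Finally, AlphaScreen beads are added and read after 30 min.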
RECQ1 helicase = blocks DNA unwinding by human RECQ1; RECQ1 DNA unwinding, red fluorescence kinetic read; 0.54% of 240,000 active; Potency, µM (top dose mostly 57.3 µM), for the others: at the highest dose activity, negative = inhibition, most hits filed as inhibitors; P46063;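 further: plate controls were vehicle for no effect and no enzyme for full effect; nearly all actives have a fitted effect of over 30% in size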
Target sequence (P46063 whole entry, looked up): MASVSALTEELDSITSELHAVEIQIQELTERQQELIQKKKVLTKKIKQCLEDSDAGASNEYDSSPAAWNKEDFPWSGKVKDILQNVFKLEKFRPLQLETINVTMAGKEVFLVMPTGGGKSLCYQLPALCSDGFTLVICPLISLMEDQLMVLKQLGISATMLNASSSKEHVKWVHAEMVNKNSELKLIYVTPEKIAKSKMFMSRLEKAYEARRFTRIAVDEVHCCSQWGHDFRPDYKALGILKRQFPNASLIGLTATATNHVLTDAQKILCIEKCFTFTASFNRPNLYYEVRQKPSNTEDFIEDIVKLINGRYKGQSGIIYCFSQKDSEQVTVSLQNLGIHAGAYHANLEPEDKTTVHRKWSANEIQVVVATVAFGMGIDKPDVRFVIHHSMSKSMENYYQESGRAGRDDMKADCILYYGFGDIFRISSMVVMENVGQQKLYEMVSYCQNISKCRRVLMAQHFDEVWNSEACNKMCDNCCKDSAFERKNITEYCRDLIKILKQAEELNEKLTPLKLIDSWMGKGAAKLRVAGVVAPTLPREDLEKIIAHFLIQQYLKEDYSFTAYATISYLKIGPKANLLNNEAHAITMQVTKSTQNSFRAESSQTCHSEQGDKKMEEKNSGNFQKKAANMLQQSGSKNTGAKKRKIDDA
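50 nM RECQ1T1 preincubated 15 min with compound in Tris pH 8.0 buffer with MgCl2, DTT, Tween-20 and 2.5 ug/ml poly(dI-dC); started with 200 nM TAMRA/BHQ-2 forked duplex and 2 mM ATP. Unwinding read as fluorescence (525/598 nm), two reads 2 h apart.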
Tau fibril ThT = tau fibrillization inhibition (ThT binding); P10636; recombinant tau K18 P301L, heparin-induced fibrillization, ThT fluorescence; Potency, µM (highest dose often 57.4 µM), without a hit: at the highest dose activity, negative = inhibition, most hits filed as inhibitors; 2.1% of 270,000 active; further: on the % scale 0 is the no-effect control and ±100 the full control effect; nearly all actives have a fitted effect of over 55% in size
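Heparin-induced (20 uM) aggregation of recombinant human K18 P301L tau, 15 uM unlabeled with 0.24 uM labeled, pH 7 acetate buffer, 6 hr at 37 C with compound. Fibrils quantified by 30 uM ThT fluorescence after 1 hr ambient incubation.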
Tau fluor cs = counter-screen for tau fibril formation inhibitors; AID 1463; 0.93% of 280,000 active; Potency, µM (top dose mostly 57.7 µM), for inactives: at the highest dose activity change, negative = decrease; tau K18 P301L Alexa594 fluorescence, heparin fibrillization; further: on the % scale 0 is the no-effect control and ±100 the full control effect; nearly all actives have a fitted effect of over 55% in size
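Human tau K18 P301L (15 uM unlabeled, 0.24 uM Alexa 594-labeled) in 100 mM sodium acetate pH 7 with 20 uM heparin, 6 hr at 37 C. ThT 30 uM added, 1 hr ambient; Alexa 594 FP and total fluorescence read at 555/632 nm.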
Active calls of the source: *; i = inactive; ? = inconclusive; nt = not tested or not shown; & = joins results of further samples; [ ] = another dose, or the depositor's remark. Unless noted, the call rests on the fitted dose curve; in most records, active means well fitted curve in the direction sought with a large enough effect; inconclusive means small, poorly fitted or top-dose-only effect, or another doubt; inactive means no such curve, though single readings can be large; an effect the other way counts as inactive or inconclusive. Potency means the concentration at half of the fitted maximal effect.

Start of the listing, in advance:
Molecule,RECQ1 helicase,L3MBTL1 block,Tau fibril ThT,HTT ATP protect,Tau fluor cs,TRb-SRC2 inh,Tau fibril FP,TR SRC2 fluor cs
CC(C)(C)n1nc2c(c1NC(=O)Cc1ccc(F)cc1)CSC2,-12%,nt,-14%,-3%,-8%,-12%,-3%,0%
O=S(=O)(Nc1cccc(-c2ccc(N3CCCCCC3)nn2)c1)c1ccccc1F,nt,nt,2%,nt,-17%,3%,-8%,-3%
CC(O)[C@@H](N)C(=O)O (stereo partly specified),-2%,nt,5%,-20%,-2%,-3%,6%,0%
CCOC(=O)NC(=O)CSc1nc2ccccc2[nH]1,i,-9%,9%,-8%,4%,2%,-1%,-1%
CC(Oc1ccccc1)c1ccnc2nc(/N=C/N(C)C)nn12 (stereo unspecified),i,13%,7%,-7%,0%,-18%,-10%,-1%
Cc1ccc(C(=O)NCCn2ccc3ccccc32)cc1[N+](=O)[O-],i,nt,-18%,-9%,-26%,0%,-3%,-3%
COc1ccc(NC(=O)CCCNS(=O)(=O)c2cccs2)cc1,-1%,0%,-8%,20%[10 µM],-9%,-20%,5%,3%
Cc1ccc2c(c1)c(N=O)c(O)n2Cc1ccc(Cl)cc1,26%,-25%,9%,15%[10 µM],3%,-5%,4%,-1%

Results, previewed entries included:
Molecule,RECQ1 helicase,L3MBTL1 block,Tau fibril ThT,HTT ATP protect,Tau fluor cs,TRb-SRC2 inh,Tau fibril FP,TR SRC2 fluor cs
CC(C)(C)n1nc2c(c1NC(=O)Cc1ccc(F)cc1)CSC2,-12%,nt,-14%,-3%,-8%,-12%,-3%,0%
O=S(=O)(Nc1cccc(-c2ccc(N3CCCCCC3)nn2)c1)c1ccccc1F,nt,nt,2%,nt,-17%,3%,-8%,-3%
CC(O)[C@@H](N)C(=O)O (stereo partly specified),-2%,nt,5%,-20%,-2%,-3%,6%,0%
CCOC(=O)NC(=O)CSc1nc2ccccc2[nH]1,i,-9%,9%,-8%,4%,2%,-1%,-1%
CC(Oc1ccccc1)c1ccnc2nc(/N=C/N(C)C)nn12 (stereo unspecified),i,13%,7%,-7%,0%,-18%,-10%,-1%
Cc1ccc(C(=O)NCCn2ccc3ccccc32)cc1[N+](=O)[O-],i,nt,-18%,-9%,-26%,0%,-3%,-3%
COc1ccc(NC(=O)CCCNS(=O)(=O)c2cccs2)cc1,-1%,0%,-8%,20%[10 µM],-9%,-20%,5%,3%
Cc1ccc2c(c1)c(N=O)c(O)n2Cc1ccc(Cl)cc1,26%,-25%,9%,15%[10 µM],3%,-5%,4%,-1%
O=C1CCCc2cc(S(=O)(=O)N3CCCC(C(=O)NCc4ccccc4Cl)C3)ccc2N1 (stereo unspecified),nt,nt,-10%,nt,-15%,0%,-14%,-3%
Cc1[nH]c2ccccc2c1/C=N/Nc1nncn1N,15%,-26%,14µM*,-135%[inhibitor],?,3%,-5%,-6%
CCN(CC)C(=O)Cn1ccc(NC(C)=O)nc1=O,-1%,nt,?,-15%[10 µM],8%,-4%,0%,-1%
CNC(=O)[C@H]1O[C@@H](n2cnc3c(NCc4cccc(I)c4)ncnc32)[C@H](O)[C@H]1O,31%[activator],nt,-12%,nt,-22%,2%,-7%,-3%
N#Cc1nc(Cc2cccc3ccccc23)oc1N1CCN(c2ccccc2)CC1,-15%,nt,-15%,-18%,-21%,-6%,10%,0%
O=c1cc(N2CCC3(CC2)OCCO3)[nH]c(=O)n1-c1ccc(Cl)cc1,-3%,-1%,-20%,-37%,-2%,-2%,4%,-1%
O=C(Nc1cccc(S(=O)(=O)N2CCCC2)c1)c1ccc2c(=O)n3c(nc2c1)CCCCC3,-6%,-2%,0%,10%[10 µM],-25%,4%[53 µM],-2%,-2%[53 µM]
O=C(COC(=O)C(O)c1ccccc1)NC12CC3CC(CC(C3)C1)C2 (stereo unspecified),-5%,9%,-11%,3%[10 µM],-2%,8%,-5%,0%
COc1ccccc1OC(=O)CCc1nc2ccccc2s1,-18%,0%,?,0%[10 µM],-21%,-3%,0%,-5%
COCCn1c(N)c(Sc2ccccc2[N+](=O)[O-])c(=O)[nH]c1=O,-3%,nt,nt,2%[10 µM],5%,8%,1%,1%
CSc1nc(O)cc(=O)n1-c1ccc(F)cc1,4%,7%,3%,nt,3%,-1%,-4%,-2%
CCn1nccc1C(=O)Nc1ccc(S(=O)(=O)NC23CC4CC(CC(C4)C2)C3)cc1,i,1%,-2%,-1%[10 µM],?,2%,7%,-1%
ClCc1csc(-c2ccccc2Cl)n1,-5%,?,-9%,8%[10 µM],2%,3%,8%,0%
Cc1ncc([N+](=O)[O-])n1CC(=O)NC1CCCC1,-2%,-3%,-8%,13%[10 µM],-13%,0%,-4%,-6%
c1ccc(C2Nc3ccccc3-c3nc4ccccc4n32)nc1 (stereo unspecified),6%,-2%,-17%,-20%,-17%,9%,-1%,-1%
CC(OC(=O)c1ccc2ncsc2c1)C(=O)N1CCCC1 (stereo unspecified),-2%,nt,-1%,-18%,1%,4%,5%,2%
COc1ccc2nc(NCc3ccccc3)[nH]c2c1,10%,nt,-7%,-106%[inhibitor][0.074 µM],-12%,-1%,6%,-1%

(next part)
Molecule,RECQ1 helicase,L3MBTL1 block,Tau fibril ThT,HTT ATP protect,Tau fluor cs,TRb-SRC2 inh,Tau fibril FP,TR SRC2 fluor cs
Cc1ccc(S(=O)(=O)NC(CC(C)C)C(=O)Nc2nccs2)cc1 (stereo unspecified),-11%,nt,-9%,1%,-8%,-3%,7%,-5%
CCOC(=O)CSc1nnc2n(C3CCCCC3)c(=O)c3c4c(sc3n12)CCCC4,-5%,1%,-15%,-27%,-11%,-4%,-8%,-1%
CCCc1cc(=O)[nH]c(Nc2cc(Cl)ccc2OC)n1,nt,nt,-3%,nt,-18%,0%,-10%,-17%
C/C(C/C(C)=C1/SC(=S)NC1=O)=C1\SC(=S)NC1=O,14µM*,nt,16µM*,?,-25%,6%,-1%,-1%
COc1cc(NC(=O)CCS(=O)(=O)c2ccc3c(c2)n(C)c(=O)c(=O)n3C)cc(OC)c1,nt,-1%,13%,nt,10%,6%,1%,0%
CCCCOc1ccc(C(=O)N/C(=C/C=C/c2ccccc2)C(=O)O)cc1,-16%,-6%,-18%,-103%[inhibitor],7%,7%,4%,0%
CCSc1nnc(NC(=O)c2csc3c2CCCC3)s1,-2%,5%,-10%,-6%[0.074 µM],-6%,-4%,-3%,-1%
O=C(NCc1ccncc1)/C(=N/O)c1ccccc1,0%,4%,-16%,6%,-8%,2%,7%,-5%
C=CCN=C1SC(C)C(=O)N1S(=O)(=O)c1ccccc1 (stereo unspecified),-4%,nt,1%,-18%,-4%,4%,0%,-3%
CN(C)/C=C/C(=O)c1ccc(F)cc1,-14%,2%,-6%,-11%,1%,-3%,3%,-5%
COc1ccc(CNC(=O)CSCc2ccccc2Cl)cc1,5%,3%,-2%,nt,-5%,12%,3%,-1%
CC(C)=CCC/C(C)=C/CC/C(C)=C/CSCC(=O)O,2%&-5%&-19%,nt,?,-24%&-17%&-39%,4%&-11%&-2%,5%&-15%&2%,11%&-3%&4%,-3%&1%&-3%
Cn1c(=O)c(Sc2ccccc2)c(O)c2ccccc21,i,-21%,-2%,6%[10 µM],5%,-2%,2%,-4%
OCl,-2%,nt,nt,?,nt,4%,nt,-1%
Cc1cccc(C)c1NC(=S)Nc1c(C)n(C)n(-c2ccccc2)c1=O,-5%,-1%,1%,13%[10 µM],2%,0%,4%,1%
C=CCOn1c(=O)c(-c2cccs2)[n+]([O-])c2ccccc21,-10%,nt,?,18%,-20%,1%,-6%,-9%
CCCn1ccc2c(OCC(=O)Nc3ccc(OC)c(OC)c3)cccc2c1=O,nt,nt,-12%,nt,-20%,-1%,-2%,-1%
O=C(Oc1ccccc1F)c1nc(SCc2ccc(F)cc2)ncc1Cl,nt,nt,20µM*,nt,-25%,2%,-15%,-1%
CC(NC(=S)NCc1ccccc1)C12CC3CC(CC(C3)C1)C2 (stereo unspecified),5%,1%,5%,-77%[inhibitor],-18%,-3%,-15%,0%
COc1ccc(C2CC(c3ccc4ccccc4c3OC(C)=O)=NN2C(=O)/C=C/c2ccccc2)cc1 (stereo unspecified),-5%,-12%,4%,-41%[10 µM],4%,3%,-3%,2%
O=C1C2CC=C(Cl)CC2C(=O)N1CCc1c[nH]c2ccccc12 (stereo unspecified),17%,-7%,-21%,1%,?,5%,?,4%
CC1CC(C)(C)NC(=S)N1CCC(=O)NCc1ccc(Cl)cc1 (stereo unspecified),-8%,-27%,-3%,-30%,-7%,0%,-4%,0%
Cn1c(=O)[nH]c(=O)c2c1nc(N1CCOCC1)n2CC(O)COc1ccc2ccccc2c1 (stereo unspecified),i,?,-8%,-8%[10 µM],-7%,2%,2%,-1%
CNC(=S)N1N=C(c2ccccc2)CC1c1ccccc1Cl (stereo unspecified),i,0%,3%,14%[10 µM],-19%,-1%,?,-3%
COc1ccc(N2CCN(S(=O)(=O)c3ccc(-c4cnc(C5CC5)o4)cc3)CC2)cc1,nt,nt,-12%,nt,-12%,6%,5%,-2%

These rows are one share of the data; rates above refer to the full screens.
